Screening results (PubChem)
DDE Tn6 FP inh = disrupts Tn6 cyclic peptide binding to fibrin D-Dimer-E complex; P02675; Fibrin DD(E) TRITC-Tn6 fluorescence polarization displacement; inhibition, % at 8.3 µM; 0.21% of 370,000 active;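 active means inhibition above a per-campaign cutoff: mean of compounds within control limits plus 3 SD, cut at about 15% in these data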;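 further: 0% = median of all compound wells on the plate and 100% = blocking peptide control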
PLCb3 inh = PLC-beta3 (human) inhibition, primary screen. Purified PLC-beta3, fluorogenic substrate, fluorescence. inhibition, % at 12.2 µM. Q01970. 0.18% of 370,000 active; in the data active means inhibition above about 11%;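 further: 0% = median of compound wells on plate and 100% = full blocker control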
Target sequence (Q01970 whole entry, looked up): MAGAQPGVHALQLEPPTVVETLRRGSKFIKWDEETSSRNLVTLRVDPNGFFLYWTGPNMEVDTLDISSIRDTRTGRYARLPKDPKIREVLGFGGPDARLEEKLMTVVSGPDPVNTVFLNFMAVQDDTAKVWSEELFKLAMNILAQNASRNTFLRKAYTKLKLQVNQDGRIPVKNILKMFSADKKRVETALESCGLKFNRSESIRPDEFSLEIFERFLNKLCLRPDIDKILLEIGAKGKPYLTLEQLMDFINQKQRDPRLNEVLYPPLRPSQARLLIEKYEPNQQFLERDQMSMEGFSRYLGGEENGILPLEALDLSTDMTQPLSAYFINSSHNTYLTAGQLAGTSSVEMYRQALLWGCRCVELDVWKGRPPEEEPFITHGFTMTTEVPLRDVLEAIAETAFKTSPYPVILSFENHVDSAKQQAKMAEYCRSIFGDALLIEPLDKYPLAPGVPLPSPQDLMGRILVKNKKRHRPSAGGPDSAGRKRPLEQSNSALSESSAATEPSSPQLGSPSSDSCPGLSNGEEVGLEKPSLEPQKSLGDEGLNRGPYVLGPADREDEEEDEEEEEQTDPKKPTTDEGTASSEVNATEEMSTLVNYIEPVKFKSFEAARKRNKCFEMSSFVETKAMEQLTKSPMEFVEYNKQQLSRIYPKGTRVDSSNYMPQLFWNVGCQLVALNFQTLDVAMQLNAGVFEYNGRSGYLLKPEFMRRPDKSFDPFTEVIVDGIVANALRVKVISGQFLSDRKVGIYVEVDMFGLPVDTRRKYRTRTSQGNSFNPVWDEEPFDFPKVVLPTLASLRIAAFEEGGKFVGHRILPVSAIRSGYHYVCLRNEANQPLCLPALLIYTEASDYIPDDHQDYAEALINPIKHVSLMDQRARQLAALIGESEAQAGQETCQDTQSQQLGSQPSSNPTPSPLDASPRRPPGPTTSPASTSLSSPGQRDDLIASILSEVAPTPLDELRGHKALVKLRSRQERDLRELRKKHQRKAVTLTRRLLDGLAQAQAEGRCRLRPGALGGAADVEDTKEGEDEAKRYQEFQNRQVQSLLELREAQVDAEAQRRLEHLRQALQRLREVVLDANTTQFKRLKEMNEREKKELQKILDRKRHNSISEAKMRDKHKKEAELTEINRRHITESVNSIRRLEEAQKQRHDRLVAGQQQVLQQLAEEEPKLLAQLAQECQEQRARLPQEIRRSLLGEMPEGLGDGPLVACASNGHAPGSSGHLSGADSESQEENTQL
proKLK7 act = activates the human kallikrein-7 zymogen; purified proKLK7, EDANS-DABCYL substrate fluorescence; 100% is mature enzyme control, 0% vehicle; 0.9% of 370,000 active; activation, % at 7 µM; P49862;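 active means activation above the mean of all tested compounds plus 3 SD, computed per campaign excluding outliers beyond control limits, cut at about 13% in these data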
ADAM17 inh = inhibitors of human ADAM17. AID 720648. 0.83% of 370,000 active. P78536. inhibition, % at 6.95 µM. recombinant ADAM17, EDANS/DABCYL FRET peptide cleavage;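 active means inhibition above the mean of compounds lying between control limits plus 3 SD, set per campaign, cut at about 8.5% in these data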;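 further: 0% = DMSO-only wells as the low control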
ASAP1 inh = blocks human ASAP1-stimulated Arf1 GTP hydrolysis. 0.19% of 360,000 active. inhibition, % at 16.5 µM. Q9ULH1. GDP FP detection; in the data active means inhibition above about 25%;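 further: 0% = vehicle with enzyme and substrate and 100% = no enzyme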
PLC-gamma1 inh = inhibitors of human phospholipase C gamma1. P19174. purified PLC-gamma1, fluorogenic substrate, fluorescence. inhibition, % at 12.2 µM. 0.84% of 370,000 active. AID 720700; in the data active means inhibition above about 9.5%
UHRF1 MBD2 ctr = UHRF1 methyl-DNA binding inhibition | 0.75% of 370,000 active | UHRF1 binding to methylated oligo, TR-FRET | inhibition, % at 4.4 µM | AID 687016 | Q96T88; in the data active means inhibition above about 21%;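 further: UHRF1 SRA domain binding a hemimethylated CpG hairpin DNA probe; 0% = median of test compound wells and 100% = reference inhibitor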
ARFGAP1 inhibitor = inhibitors of rat ARFGAP1. 0.26% of 360,000 active. inhibition, % at 16.5 µM. Q62848. Arfgap1-stimulated ARF1 GTP hydrolysis, GDP FP detection. AID 651572;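 active means inhibition above a per-plate limit, mean inhibition of low control wells plus 3 SD, cut at about 25% in these data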;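 further: 0% = DMSO wells with enzyme and 100% = wells lacking Arfgap1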
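Repeats: one replicate per compound; assay system: rat Arfgap1 catalytic domain, aa 1-136; times: enzyme reaction 120 min at 25 °C after 20 min preincubation; detection: FP of antibody-bound GDP Alexa 633 tracer, ex 620/em 688 nm; benchmarks: high control wells lacking Arfgap1, low control full reaction with DMSO; reagent: human ARF1(Δ1-17)-GTP substrate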
MBD2 inh = blocks human MBD2 binding to methylated DNA; Q9UBB5; TR-FRET, MBD2 binding to methylated oligonucleotide; inhibition, % at 4.4 µM; 0.31% of 370,000 active; AID 686964; in the data active means inhibition above about 13%
Tn7 DDE FP = DD(E)-Tn7 binding inhibition, primary FP screen. FP displacement of FITC-Tn7 peptide from fibrin DD(E); 0% = median of compound wells per plate. inhibition, % at 8.3 µM. 0.13% of 370,000 active;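 active means inhibition above the mean of compounds falling within the control limits plus 3 SD of them, cut at about 14% in these data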;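 further: 0% = plate median of compound wells and 100% = 10 µM Aha-Tn7 peptide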
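Assay system: human fibrin DD(E). Input: DD(E) 2 µM final. Medium: Tris buffer with calcium and detergent, pH 7.8. Compound dosing: single point at 8.3 µM. Timing: 10 min plus 3 h, room temperature. Technique: fluorescence polarization of the labelled Tn7 tracer. Read-out: percent inhibition. Replicates: singlicate testing.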
* hit, by the source's call.

Values in the order – DDE Tn6 FP inh	PLCb3 inh	proKLK7 act	ADAM17 inh	ASAP1 inh	PLC-gamma1 inh	UHRF1 MBD2 ctr	ARFGAP1 inhibitor	MBD2 inh	Tn7 DDE FP
1) CC(C)NS(=O)(=O)c1ccc(NC(=O)Cc2cccs2)cc1
  -7	3	0.5	-1	-4	3	-1	-1	1	-10
2) CCc1c(C)nc(SCC(N)=O)c(C#N)c1C
  7	0	0.7	-2	-8	2	2	-6	-1	-2
3) CC(C)CC1(C)NC(=O)N(CC(=O)Nc2ccc3c(c2)OCCO3)C1=O (stereo unspecified)
  -4	0	-0.6	-3	-13	2	1	11	2	-5
4) CCOc1ccccc1N(CC(=O)NC(C)(C)C)C(=O)Cn1nnc(-c2ccc(C)o2)n1
  -2	0	0.4	-1	7	5	2	12	8	3
5) Cc1ccc(NC(=O)CCn2nnc3ccccc32)c(C)c1
  0	0	-0.4	0	1	0	-5	-14	-2	-2
6) Cc1nc2ncnn2c(Nc2ccc3c(c2)OCO3)c1Cc1ccccc1
  -4	-2	0.2	2	5	6	-2	1	-1	-6
7) CC(C)(C)NC(=O)CSC(=Nc1ccccc1F)NC#N
  5	-54	-0.7	-13	0	-46	-3	0	-5	-3
8) O=C(NS(=O)(=O)Nc1ccc(Cl)cc1)c1c[nH]c2ccccc12
  4	-6	0.2	-5	-1	2	1	-7	-2	1
9) COc1ccc(OCCNC(=S)Nc2cccc3ccccc23)cc1
  -1	-1	-1.0	3	15	-1	1	-3	-2	1
10) CCc1ccccc1NC(=S)NNC(=O)c1ccccc1Cl
  -9	-1	0.1	2	3	-1	-3	-7	-3	4
11) Cc1ccc2c(c1)c1nnc(SCC(=O)N3CCCc4ccccc43)nc1n2CC(=O)O
  -3	0	0.3	1	3	2	1	-8	-1	-6
12) Cc1cc(C)n2c(SCC(=O)NCc3ccc4c(c3)OCO4)nnc2n1
  -7	-14	0.3	-5	8	-5	2	9	2	1
13) CC(C)NS(=O)(=O)c1ccc(CCC(=O)Nc2ccc3c(c2)OCO3)cc1
  -1	-1	-0.5	-5	-17	0	-3	2	-5	9
14) O=C(c1cnn2ccccc12)N1CCc2ccccc21
  -10	-3	-0.1	-4	-4	-2	-1	2	8	-11
15) O=C(C1=C[C@@H](c2coc3ccccc3c2=O)C[C@@H](OCc2ccc(CO)cc2)O1)N1CCN(Cc2ccc3c(c2)OCO3)CC1
  6	0	0.0	-3	6	-1	-2	-9	4	2
16) COCCN(C(=O)CCCc1nc2ccccc2s1)c1c(N)n(CC(C)C)c(=O)[nH]c1=O
  0	-17	0.2	-12	0	-4	0	-3	4	-2
17) CCOC(=O)CN1C(=O)CN(c2ccc(C)c(C)c2)C1=O
  7	2	-0.5	0	-5	-2	-3	7	-10	8
18) COc1cccc(-c2nc(CS(=O)(=O)CC(=O)NC3CCCC3)c(C)o2)c1
  4	-4	0.0	3	-4	1	1	-4	-3	1
19) CC(=O)c1ccc2c(c1)N(Cc1ccc3ccccc3c1)C(=O)C(C)S2 (stereo unspecified)
  0	-3	0.0	2	-10	0	1	-18	4	0
20) CC(C)(C)OC(=O)N1CCN(c2ccc([N+](=O)[O-])cc2)CC1
  5	-4	-0.3	-4	-5	0	-1	-6	0	1
21) CCOC(=O)C1CN(S(=O)(=O)c2ccc(C)cc2)c2cc(S(=O)(=O)CC)ccc2O1 (stereo unspecified)
  -7	2	0.4	-1	-15	2	2	-6	-1	5
22) Fc1ccc(Cn2c(SCc3ccc(F)c(C(F)(F)F)c3)nnc2C(F)(F)F)cc1
  -5	-4	0.3	8.8*	14	-3	-1	3	-1	-5
23) Cc1noc(C)c1S(=O)(=O)N(C)C[C@H]1OCc2cn(nn2)CCCC(=O)N([C@@H](C)CO)C[C@@H]1C
  5	-2	-0.5	-5	3	1	-1	-6	-5	0
24) C=CCn1c(COc2ccccc2)nnc1SCC(=O)Nc1ccc(S(N)(=O)=O)cc1
  2	3	0.6	4	5	9	0	-5	0	-2
25) CC(=O)c1cccc(NC(=S)NCc2ccccc2)c1
  -11	0	0.0	-3	-4	-2	3	1	3	-2
26) COc1cccc(NC(=O)C(=O)c2cn(CC(=O)N3CCCC3)c3ccccc23)c1
  4	-2	1.3	1	-7	0	-2	0	-5	-2
27) O=C1CC(c2cccnc2)c2cc3c(cc2N1)OCCO3 (stereo unspecified)
  3	-1	-0.3	-3	-6	-3	-1	2	0	0
28) CC(C)C(NC(=O)C1CCCCC1)C(=O)Nc1ccc2c(c1)OCCO2 (stereo unspecified)
  -1	-2	-0.2	-1	-9	-1	0	13	-4	3
29) COc1ccc(CN2CC[C@H]3C=CC[C@@H](C(=O)Nc4ccc(Cl)c(C(F)(F)F)c4)[C@H]3C2=O)cc1OC
  2	4	0.2	1	-10	2	6	-2	2	-3
30) O=C(Cn1c(-c2cncs2)nc2ccccc21)NCCc1ccccc1
  0	-2	-0.8	-4	-4	0	3	0	0	-3

Three compounds out of the list, arranged by molar mass, highest first.
Values in the order – DDE Tn6 FP inh	PLCb3 inh	proKLK7 act	ADAM17 inh	ASAP1 inh	PLC-gamma1 inh	UHRF1 MBD2 ctr	ARFGAP1 inhibitor	MBD2 inh	Tn7 DDE FP
24) C=CCn1c(COc2ccccc2)nnc1SCC(=O)Nc1ccc(S(N)(=O)=O)cc1
  2	3	0.6	4	5	9	0	-5	0	-2
8) O=C(NS(=O)(=O)Nc1ccc(Cl)cc1)c1c[nH]c2ccccc12
  4	-6	0.2	-5	-1	2	1	-7	-2	1
7) CC(C)(C)NC(=O)CSC(=Nc1ccccc1F)NC#N
  5	-54	-0.7	-13	0	-46	-3	0	-5	-3

Next compounds
Values in the order – DDE Tn6 FP inh	PLCb3 inh	proKLK7 act	ADAM17 inh	ASAP1 inh	PLC-gamma1 inh	UHRF1 MBD2 ctr	ARFGAP1 inhibitor	MBD2 inh	Tn7 DDE FP
31) CN1CCN(C(=O)c2cc(Cl)cc(Cl)c2NC(=O)c2ccco2)CC1
  -3	1	-0.9	-3	7	-1	3	4	5	0
32) Cc1nc2ccc(NC(=S)N3CCCC3)cc2nc1C
  2	-131	0.3	-30	9	-84	1	1	1	-6
33) O=C(Cn1cnc([N+](=O)[O-])c1)NCc1ccc(F)cc1
  9	2	0.6	-3	-4	2	0	5	-5	-2
34) COc1ccc2cc3c(nc2c1)OCC3
  -1	-1	0.6	-13	10	-3	21*	-20	-3	0
35) O=C(Nc1ccccc1)N(C1=NCCC1)c1ccccc1
  0	1	-0.4	-9	-14	1	5	-9	-5	-7
36) CCOCCc1nn2c(=O)cc(CSCC(=O)Nc3ccc(OC)cc3)nc2s1
  -8	-4	0.6	-4	1	0	-1	-1	2	-5
37) Cc1ccc2c(CC(=O)NCc3cccs3)coc2c1
  -4	2	1.1	0	10	2	-4	3	-2	-3
38) N#C/C(=C(/O)COc1ccc(Cl)cc1)c1nc2ccccc2s1
  -8	3	0.1	1	-5	0	4	-9	-2	-9
39) CCCn1c(=O)c(Br)cn(-c2ccccc2C)c1=O
  2	-5	0.5	-4	1	-1	-1	0	-8	6
40) CCOC(=O)c1c(C2CC2)csc1NC(=O)COC(=O)c1ccc[n+]([O-])c1
  1	-15	1.6	-4	1	-14	-2	4	2	1
41) O=C(OCc1cn([C@H]2C[C@H](c3ccccc3)N(Cc3cccs3)C[C@@H]2O)nn1)c1ccccc1
  4	0	-0.1	-1	6	2	0	8	-1	-1
42) CCOC(=O)N1CCC(NC(=O)COc2cc(=O)n(C)c3ccccc23)CC1
  5	3	-0.2	0	-12	-1	-3	7	-2	1
43) CC(C)Cn1c(SCC(=O)c2c(N)n(C)c(=O)n(C)c2=O)nc2ccccc21
  -6	0	0.5	-3	-3	1	17	-3	11	-3
44) CCOC(=O)c1ccc(NC(=O)CSc2nc3c(c(=O)n2C)SC(C)C3)cc1 (stereo unspecified)
  3	-1	0.1	-1	-2	0	-1	2	0	13
45) CC(=O)c1ccc(OCCN2CCOCC2)cc1
  -3	4	0.4	1	3	7	4	12	-3	1
46) CCOC(=O)c1nnc(-c2ccc(C)cc2)nc1Sc1ccccc1Cl
  7	-1	-0.8	-3	-9	-2	3	3	3	2
47) COc1ccc(S(=O)(=O)N(C)CC(=O)Nc2ccccc2C(F)(F)F)cc1OC
  8	1	0.0	-2	4	1	1	-3	3	-2
48) COc1ccc(OC)c(CNC(=O)CCc2nc(-c3cccs3)no2)c1
  -7	5	0.0	2	-13	2	2	17	4	-1
49) CC1(C)CC(=O)C=C(c2cc3ccccc3s2)C1
  -5	-10	0.1	-3	4	-8	-2	0	0	3
50) Cn1cccc1C(C#N)c1cccc(F)c1C#N (stereo unspecified)
  3	-4	-0.6	0	-1	-3	2	-10	-2	-6
51) COc1ccc(N=C2NC(=O)/C(=C/c3ccc(O)c(OC)c3)S2)cc1
  -13	-108	0.2	3	15	-93	0	15	-2	-6
52) CCCCCNC(=O)C(c1ccc(-c2ccccc2)cc1)n1c(=O)c(-c2cc3ccccc3[nH]2)nc2ccccc21 (stereo unspecified)
  -2	-74	-0.3	-14	0	-53	-2	2	-5	1
53) O=C(Cn1nc(C(F)(F)F)cc1C1CC1)NCc1ccccc1F
  0	0	-0.4	-2	-1	1	21*	10	-3	-1
54) COc1cc(CC(=O)OCC(=O)N2CC(C)CC(C)C2)cc(OC)c1OC (stereo unspecified)
  5	-3	-0.3	-5	-19	4	0	-12	0	4
55) Cc1c(C(=O)Nc2ccccc2N2CCN(C)CC2)oc2ccc(F)cc12
  -1	-18	-0.2	3	10	-7	-1	5	-3	0
56) Cc1ccc(/C=N\NC(=O)C2CC(=O)N(c3ccccc3)C2)o1 (stereo unspecified)
  1	-5	1.0	-1	3	0	-4	7	5	3
